# TWEAK-Fn14 inh – inhibitors of TWEAK-Fn14 signaling, primary screen, luciferase reporter cells, uHTS | TWEAK-stimulated Fn14 reporter cells, luciferase luminescence, 8 h | inhibition, % at 10 µM | 2% of 360,000 active | AID 1159606, 2016; in the data active = inhibition above about 50%
# LRH-1 inv ag – LRH-1 (NR5A2) inverse agonists, primary screen, cell-based, luminescence, HEK293T, StAR-luciferase reporter | Nuclear receptor subfamily 5 group A member 2 (Homo sapiens), O00482 | LRH-1 transfected, 24 h | inhibition, % at 3.6 µM | 0.13% of 360,000 active | AID 602396, 2012;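 active = inhibition above the mean inhibition of all tested compounds plus 3 SD, cut at about 73% in these data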;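 note: 0% = DMSO wells and 100% = reporter-only cells lacking LRH-1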
# Target sequence (O00482 whole entry, looked up): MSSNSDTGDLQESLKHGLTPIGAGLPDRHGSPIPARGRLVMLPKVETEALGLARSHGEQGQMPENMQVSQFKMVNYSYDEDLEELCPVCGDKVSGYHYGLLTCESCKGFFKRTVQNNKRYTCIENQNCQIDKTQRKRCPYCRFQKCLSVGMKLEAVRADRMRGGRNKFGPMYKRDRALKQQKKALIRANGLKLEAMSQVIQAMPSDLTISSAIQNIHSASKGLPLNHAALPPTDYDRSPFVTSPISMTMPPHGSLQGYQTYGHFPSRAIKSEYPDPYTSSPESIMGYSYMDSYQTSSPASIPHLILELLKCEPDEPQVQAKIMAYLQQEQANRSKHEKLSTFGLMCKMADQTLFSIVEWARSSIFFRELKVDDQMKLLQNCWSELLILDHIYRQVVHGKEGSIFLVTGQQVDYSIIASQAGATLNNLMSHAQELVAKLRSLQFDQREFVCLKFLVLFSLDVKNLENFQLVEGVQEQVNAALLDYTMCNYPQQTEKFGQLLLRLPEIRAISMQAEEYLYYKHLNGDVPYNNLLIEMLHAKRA
# SRC3 inh – SRC3 coactivator transcriptional activity inhibitors, primary screen, cell-based, luminescence. Nuclear receptor coactivator 3 (Homo sapiens), Q9Y6Q9. HEK293 GAL4-SRC3 luciferase reporter. inhibition, % at 3.6 µM. 0.17% of 360,000 active. AID 588352, 2011;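 active = inhibition above a per-campaign cutoff, the mean of all compounds plus 3 SD, cut at about 60% in these data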;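 note: 0% = DMSO-treated cells and 100% = gossypol-treated cells at 36 µM; higher means less SRC3-driven luciferase light from the GAL4 reporter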
# LMP1 NFkB inh – EBV LMP1-driven NF-kappaB luciferase reporter inhibitors, primary screen, cell-based, luminescence, single point. 0.69% of 350,000 active. inhibition, % at 12.5 µM. LMP1-induced NF-kappaB luciferase reporter cells; in the data active = inhibition above about 41%;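 note: 0% = neutral control wells and 100% = reference inhibitor control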
# Shn3 3UTR inh – reduction of Shn3 3'UTR firefly luciferase signal, primary screen, Schnurri-3 inhibitor project, cell-based, Clone20 osteoblasts, set 2 | Clone20 osteoblast Shn3 3'UTR firefly luciferase, 24 h | inhibition, % at 12.5 µM | 0.52% of 360,000 active;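 active = mean inhibition of at least 75% with every replicate also reaching 75%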;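 note: 0% = median of neutral control wells and 100% = pilot-screen positive control compound; some compounds past the cut are filed as inactive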
# KKLEB tox – cytotoxicity in KKLEB CF airway cells, primary screen, cytotoxicity control for CF NF-kB inhibitor project, cell-based, uHTS, fluorescence assay plates; KKLEB CF airway cells viability, ATPlite luminescence, overnight; active compounds read low; cells stimulated with P. aeruginosa culture filtrate; activity change (cytotoxicity), % at 5 µM; AID 602141, 2011; 0.36% of 360,000 active;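 active = corrected activity change at or below -50% at 5 µM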
# NCOA1 inh – SRC1 coactivator transcriptional activity inhibitors, primary screen, cell-based, luminescence | Nuclear receptor coactivator 1 (Homo sapiens), Q15788 | HEK293 GAL4-SRC1 luciferase reporter | inhibition, % at 3.6 µM | 0.12% of 360,000 active | AID 588354, 2011;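 active = inhibition above the campaign mean plus 3 SD, with each screening campaign given its own cutoff, cut at about 60% in these data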;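 note: 0% = DMSO treated cells and 100% = gossypol at 36 µM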
# CF NFkB inh – inhibitors of PAF-induced NF-kB signaling, primary screen, cell-based, GFP fluorescence, uHTS | KKLEB NF-kB-GFP reporter, GFP fluorescence overnight | inhibition, % at 5 µM | 0.86% of 360,000 active;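 active = at least 50% inhibition at 5 µM, scaled per plate between neutral and stimulator controls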;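 note: PAF is a Pseudomonas aeruginosa culture filtrate used as stimulus; plate controls were PAF-stimulated DMSO wells for no effect and unstimulated DMSO wells for full effect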
# NR2F2 inh – NR2F2 transcriptional activity inhibitors, primary screen, cell-based, luciferase reporter, HEK293T, luminescence | COUP transcription factor 2 (Homo sapiens), P24468 | HEK293T NGFI-A luciferase reporter | inhibition, % at 8.6 µM | 0.7% of 370,000 active | AID 686940, 2013;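 active = inhibition above a per-plate cutoff, mean inhibition of test wells between control levels plus 3 SD, cut at about 38% in these data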;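 note: cells cotransfected with COUP-TFII expression vector driving the NGFI-A reporter; 0% = median of COUP-TF2 test wells and 100% = reporter-only cells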
# Target sequence (P24468 whole entry, looked up): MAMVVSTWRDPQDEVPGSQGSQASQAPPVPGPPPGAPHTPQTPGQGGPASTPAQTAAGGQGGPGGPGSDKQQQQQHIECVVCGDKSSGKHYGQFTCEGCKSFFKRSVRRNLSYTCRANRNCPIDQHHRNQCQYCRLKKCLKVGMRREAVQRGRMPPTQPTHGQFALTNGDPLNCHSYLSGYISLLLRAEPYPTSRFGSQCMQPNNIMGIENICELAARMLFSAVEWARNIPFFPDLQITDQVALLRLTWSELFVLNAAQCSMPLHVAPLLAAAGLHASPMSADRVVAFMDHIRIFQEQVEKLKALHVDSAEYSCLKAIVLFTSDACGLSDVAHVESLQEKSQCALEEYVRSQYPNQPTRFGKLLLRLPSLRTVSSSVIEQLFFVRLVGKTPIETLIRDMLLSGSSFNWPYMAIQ
# C8 TRAIL sens – viability loss with TRAIL in NB7+C8 cells, primary screen, TRAIL sensitizer project, cell-based, ATPlite luminescence | inhibition (viability loss, TRAIL sensitization), % at 10 µM | 1% of 360,000 active | AID 624354, 2012;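 active = compounds causing at least 50% loss of cell viability in the single-dose screen, relative to plate controls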
# TROY signal inh – inhibitors of TROY-driven NF-kB signaling, primary screen, Q293 LMP1-TROYcd cells, NF-kB luciferase, uHTS; Q293 LMP1-TROYcd NF-kB luciferase reporter, 4 h; inhibition, % at 10 µM; 0.98% of 360,000 active; AID 1347056, 2019;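 active = compounds whose plate-normalised and pattern-corrected inhibition of the luciferase reporter signal at the single screening dose is 50% or more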
# * = called active by the depositor; / = no result given.
SMILES,TWEAK-Fn14 inh,LRH-1 inv ag,SRC3 inh,LMP1 NFkB inh,Shn3 3UTR inh,KKLEB tox,NCOA1 inh,CF NFkB inh,NR2F2 inh,C8 TRAIL sens,TROY signal inh
COc1cc([N+](=O)[O-])cc(/C=N/NC(=O)Cn2nccc2C)c1O,4.8,-2.8,5.2,1.4,-13.6,-20.2,-8.1,10.0,3.2,6.4,-0.9
CCC(Oc1ccccc1)C(=O)Nc1ccccn1 (stereo not drawn),9.9,-19.8,-30.6,-12.9,-32.1,4.3,-14.0,-9.3,6.5,-4.6,16.7
COC/C=C/C1=CC2=CC(=O)C(C)(OC(=O)c3cnc4ccccc4n3)C(=O)C2=CN1CC(C)C (stereo not drawn),-2.4,9.2,-1.5,4.5,-15.8,-2.5,-1.6,-17.8,/,-4.5,0.1
O=C(c1cccs1)N1CCN(C(=O)C2CCCO2)CC1 (stereo not drawn),4.1,18.7,-7.8,-0.3,-4.7,-0.4,-2.5,23.8,-10.0,-15.8,5.8
Cn1c(=O)n(C)c2cc(S(=O)(=O)N3CCOCC3)ccc21,12.8,15.6,5.0,0.8,-16.9,10.3,-2.1,-13.9,-13.1,-16.4,9.3
O=C(Nc1ccc2ccccc2c1)N1CCCN(CCOc2ccccc2)CC1,-4.6,11.5,0.8,3.3,-5.0,1.3,20.5,7.0,6.9,-17.7,13.5
N#Cc1c(-c2ccc(Cl)cc2)ccn2nc(CCC(=O)O)nc12,-15.0,12.4,2.6,-1.3,-6.8,2.8,-7.6,-2.4,-12.9,-2.0,16.3
COC(=O)c1ccc(/C=C/C(=O)c2ccc(OC)cc2)cc1,19.6,-6.1,7.2,3.0,-7.3,-0.9,-20.3,-0.4,-6.8,3.7,-53.5
Clc1ccc(-c2csc(N3CCSCC3)n2)cc1,-12.9,-12.3,-16.5,1.0,-43.2,-2.9,-1.7,-16.7,-12.1,7.6,-14.5
O=C(COc1ccccc1)Nc1ccccc1N1CCCCC1,14.9,11.7,-2.7,-7.8,17.2,0.1,-15.2,3.8,12.5,-1.2,13.1
CNC(=O)C1CC(=O)N(c2ccc(OCC(=O)Nc3ccccc3)cc2)C1 (stereo not drawn),6.1,-5.8,6.3,-18.2,-9.5,2.5,-8.8,-17.4,-5.6,4.2,5.4
CCS(=O)(=O)N1CCC(C(=O)Oc2ccc(Cl)cc2)CC1,-1.8,3.0,-19.0,-22.7,10.9,-0.3,3.1,-7.3,-1.6,2.0,-4.8
Cc1cc(C)c(C(=O)COC(=O)c2ccc([N+](=O)[O-])o2)cc1C,1.8,22.6,20.0,-4.6,-28.2,-12.0,-17.2,23.4,1.9,-4.2,4.7
Cc1ccc(CCN2CC(C(=O)NCCCN(C)Cc3ccccc3)CC2=O)cc1 (stereo not drawn),-4.6,11.9,19.1,1.8,7.1,-1.1,16.9,5.4,4.9,3.0,13.5
CC(=O)c1ccccc1C(=O)N1CCC(n2nccc2NC(=O)C2CC2)CC1,-14.0,-2.9,5.7,1.0,-14.5,5.1,11.5,3.5,2.1,2.6,-3.2
COc1cccc(OCC(=O)NCC2CCCO2)c1 (stereo not drawn),17.0,-21.2,-30.3,-2.8,-21.8,-0.6,1.5,6.2,11.2,-15.2,5.0
CC(C)(C)c1ccc(OCC(=O)OCCNC(=O)c2cccnc2)cc1,-5.7,6.8,1.5,0.5,2.5,2.0,-15.8,-3.2,-10.1,-0.8,-14.5
Cc1cc(-c2ccccc2)n2ncc(-c3ccccc3)c2n1,88.8*,-45.1,7.6,-7.6,-6.3,-29.8,-34.8,-4.5,8.5,61.8*,73.6*
CCN(CC)Cc1c(C(=O)N/N=C/c2cccc3ccccc23)nnn1-c1nonc1N,-26.7,5.0,-3.0,-2.7,-10.7,4.4,-10.4,-1.8,-13.1,0.3,-21.2
O=C(Nc1nccs1)c1nc[nH]c1C(=O)N1CCc2ccccc2C1,15.2,21.3,7.3,5.5,-17.9,15.7,-1.9,-45.0,-9.4,-1.8,-12.5
COc1ccc(NC(=O)CCc2nnc3ccc(NCc4ccco4)nn23)cc1,20.3,-0.7,-18.0,0.4,5.6,-2.4,1.9,0.7,0.6,-16.5,10.9
CC1CCCC(=C\c2ccccc2)/C1=N/O (stereo not drawn),-0.5,1.9,7.9,8.5,12.1,7.6,10.9,4.6,0.1,0.9,-7.8
COc1cc(C(=S)N2CCCC2)ccc1OS(=O)(=O)c1ccc(NC(C)=O)cc1,10.6,14.3,14.4,-0.5,17.1,-2.2,4.4,0.5,12.1,12.7,27.4
COc1cc(CC(=O)Nc2ccc(S(=O)(=O)NC3=NCCCCC3)cc2)cc(OC)c1OC,4.1,22.2,20.8,-3.6,-2.7,-3.2,-9.1,-18.5,0.5,15.7,1.1
COc1ccc(NC(=O)N2CCN(c3nc4ccccc4n3C(C)C)CC2)cc1,-7.9,-1.8,11.4,-6.5,10.2,-4.4,14.0,20.5,-3.8,4.9,-9.2
COC(=O)[C@]12CCCCC=C1N(Cc1ccccc1)C(=O)[C@H](CC(=O)NCc1cccc(C(F)(F)F)c1)C2,20.3,14.3,/,/,/,/,/,/,-0.2,-18.8,8.5
C/C(=N\Nc1cccc2cccnc12)c1ccc(C)cc1,-0.2,-40.8,-83.5,-42.3,-54.8,-15.7,-58.2,-1.4,-12.3,29.7,14.8
CC(NC(=O)Nc1ccccc1)c1ccccc1 (stereo not drawn),-3.8,15.1,-2.8,4.2,2.6,-1.4,3.9,-8.7,10.1,9.9,3.8
NC(=O)NN=C1CC2CC1C1C=CCC21 (stereo not drawn),21.5,-4.8,-14.7,-8.6,40.0,3.8,1.0,-12.1,-4.8,4.1,31.4
CC(C)Oc1ccc(C(=O)Nc2ccc(N3CCCC3)cc2)cc1,-10.5,-32.8,18.6,-6.6,2.2,-11.3,-7.3,-5.3,/,6.7,-46.8
Cc1cccc(NC(=O)c2ccc3c(=O)n(CC4CCCO4)c(=S)[nH]c3c2)c1 (stereo not drawn),32.6,-12.7,-1.9,1.8,37.3,5.1,-6.0,-11.1,-2.5,18.6,2.2
CS(=O)(=O)N(CC(=O)N1CCN(Cc2ccccc2)CC1)c1ccccc1Br,14.3,-3.6,-0.2,5.5,10.2,6.2,8.0,10.2,-11.0,-6.9,-21.6
CCCSC1=C(C#N)C(c2cccs2)C(C(=O)Nc2ccccc2)=C(C)N1 (stereo not drawn),15.2,11.5,21.0,-13.6,13.7,-6.1,0.8,-3.5,1.7,-1.4,5.8
CCc1cccc2c(C=C(C#N)C#N)cn(CC(=O)N3CCCCC3)c12,2.7,16.9,5.3,3.9,3.9,-2.2,1.9,8.7,7.7,-16.4,5.1
CCCCC(=O)Nc1ccc(NC(=O)c2ccc(C)c([N+](=O)[O-])c2)cc1OC,6.7,-22.6,9.7,0.6,21.6,8.5,-84.4,1.7,-7.0,-1.9,2.8
O=C(Nc1ccc2c(c1)OCCO2)C(c1ccnc2ccccc12)N1CCN(c2ccc(F)cc2)CC1 (stereo not drawn),-44.6,11.0,8.6,/,0.1,10.3,1.5,-21.6,19.4,-5.0,14.4
Cn1c(N)c(C(=O)CSc2nnc3n2CCCCC3)c(=O)n(C)c1=O,0.5,-21.1,-11.0,0.4,-6.7,0.3,-2.4,-3.2,23.4,-18.3,-6.4
Cn1c(=O)n(C)c2cc(S(=O)(=O)N3CCCc4ccccc43)ccc21,23.3,-9.7,11.4,-34.0,5.9,-2.5,-6.0,6.3,-4.3,10.7,12.2
Cc1cc(C)c(N(C(=O)Cn2nnc3ccccc32)C(C(=O)NC(C)(C)C)c2ccsc2)c(C)c1 (stereo not drawn),18.3,8.2,-1.2,-9.1,14.4,5.8,-9.2,-3.7,1.2,-1.3,1.7
CCN1CCN(c2nc(Nc3ccccc3)nc(N)c2[N+](=O)[O-])CC1,1.9,-27.2,-22.2,0.6,-9.1,7.0,-20.2,-28.6,-8.8,-11.9,13.8
COc1ccc(C=O)c(-c2c(-c3ccccc3OC)sc3ccccc23)c1,-9.3,-7.2,/,/,/,/,/,/,-28.9,5.0,-4.8
CSCCC(NC(=O)COc1ccccc1)C(=O)NCCOc1ccc(C)cc1 (stereo not drawn),-6.8,-7.2,4.6,8.2,-0.5,14.2,6.5,-16.1,-3.4,-1.8,7.5
O=C(Cn1c(-c2cscn2)nc2ccccc21)Nc1ccc(Cl)cc1,-26.4,25.9,15.6,0.4,0.7,-11.6,9.5,-0.8,9.9,0.2,6.7
Cc1ccc(C(C)C)c(OCC(=O)N/N=C/c2ccc(S(=O)(=O)O)o2)c1,-21.5,-5.6,14.6,-2.7,-21.9,-9.6,1.6,4.4,-1.9,6.1,16.7
O=C(CC1C(=O)NCCN1Cc1ccccc1)NC1CCCCC1 (stereo not drawn),0.8,-4.4,-39.7,4.3,6.3,-0.6,-7.5,-6.9,-12.5,1.4,0.0

# Reprinted from the part before: two compounds, then new ones.
SMILES,TWEAK-Fn14 inh,LRH-1 inv ag,SRC3 inh,LMP1 NFkB inh,Shn3 3UTR inh,KKLEB tox,NCOA1 inh,CF NFkB inh,NR2F2 inh,C8 TRAIL sens,TROY signal inh
Cc1ccc(C(C)C)c(OCC(=O)N/N=C/c2ccc(S(=O)(=O)O)o2)c1,-21.5,-5.6,14.6,-2.7,-21.9,-9.6,1.6,4.4,-1.9,6.1,16.7
O=C(CC1C(=O)NCCN1Cc1ccccc1)NC1CCCCC1 (stereo not drawn),0.8,-4.4,-39.7,4.3,6.3,-0.6,-7.5,-6.9,-12.5,1.4,0.0
O=[N+]([O-])c1cccc(NC(=S)N2CCN(c3ccccn3)CC2)c1,-6.1,-3.5,-16.6,4.2,11.3,-10.2,11.9,0.3,-6.5,4.1,-26.2
CCCCn1c(N)c(N(CCOC)C(=O)c2cc(Cl)nc3ccccc23)c(=O)[nH]c1=O,9.5,-8.4,4.4,0.4,-6.6,-4.0,3.6,-20.3,-4.7,9.8,11.6
Cc1cc(S(=O)(=O)NCc2ccccc2)ccc1OCC(=O)NCc1ccccn1,30.6,-15.6,-14.1,2.0,8.5,-1.9,-22.1,5.1,-10.4,3.0,-15.1
CC(=O)c1cccc(N(C(=O)CNC(=O)c2cccs2)C(C(=O)NCC2CCCO2)c2ccccc2)c1 (stereo not drawn),5.5,-1.0,5.7,1.0,4.4,-0.1,-18.8,-6.7,10.0,-2.8,-1.3
COc1ccc(S(=O)(=O)N(C)CC(=O)NCc2ccco2)cc1,-16.6,-3.8,0.1,5.8,2.9,-4.1,-15.4,4.2,11.4,5.8,8.5
Cc1ccc(N2CCN(/N=C/c3ccccc3[N+](=O)[O-])CC2)cc1,9.3,-9.1,8.9,4.0,14.6,-2.3,-4.4,-32.0,1.8,14.6,-31.7

# Compound activity from PubChem.

# Not all compounds are listed; the hit share may differ from the screen's.
